GluA2 TARP mod = modulates AMPAR-stargazin complexes; O88602+P19491; HEK293 GluA2+stargazin, membrane potential dye (FDSS), glutamate EC50; hits were called plate by plate, in both directions; calls only at 30 µM; hit rate 3.5% among 40,000; AID 1259245;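 active = any of four per-well response measures lying three or more SD from its plate-wide compound average, in either direction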
Target sequence (O88602 whole entry, looked up): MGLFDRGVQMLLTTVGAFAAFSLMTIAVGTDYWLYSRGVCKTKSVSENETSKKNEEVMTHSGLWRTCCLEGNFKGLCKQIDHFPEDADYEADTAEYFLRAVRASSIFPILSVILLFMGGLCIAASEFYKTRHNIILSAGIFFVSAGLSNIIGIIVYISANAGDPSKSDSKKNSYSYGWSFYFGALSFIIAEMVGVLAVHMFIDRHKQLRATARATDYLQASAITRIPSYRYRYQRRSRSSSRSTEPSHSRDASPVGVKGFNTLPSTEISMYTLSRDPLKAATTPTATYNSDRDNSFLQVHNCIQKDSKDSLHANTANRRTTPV
Target sequence (P19491 whole entry, looked up): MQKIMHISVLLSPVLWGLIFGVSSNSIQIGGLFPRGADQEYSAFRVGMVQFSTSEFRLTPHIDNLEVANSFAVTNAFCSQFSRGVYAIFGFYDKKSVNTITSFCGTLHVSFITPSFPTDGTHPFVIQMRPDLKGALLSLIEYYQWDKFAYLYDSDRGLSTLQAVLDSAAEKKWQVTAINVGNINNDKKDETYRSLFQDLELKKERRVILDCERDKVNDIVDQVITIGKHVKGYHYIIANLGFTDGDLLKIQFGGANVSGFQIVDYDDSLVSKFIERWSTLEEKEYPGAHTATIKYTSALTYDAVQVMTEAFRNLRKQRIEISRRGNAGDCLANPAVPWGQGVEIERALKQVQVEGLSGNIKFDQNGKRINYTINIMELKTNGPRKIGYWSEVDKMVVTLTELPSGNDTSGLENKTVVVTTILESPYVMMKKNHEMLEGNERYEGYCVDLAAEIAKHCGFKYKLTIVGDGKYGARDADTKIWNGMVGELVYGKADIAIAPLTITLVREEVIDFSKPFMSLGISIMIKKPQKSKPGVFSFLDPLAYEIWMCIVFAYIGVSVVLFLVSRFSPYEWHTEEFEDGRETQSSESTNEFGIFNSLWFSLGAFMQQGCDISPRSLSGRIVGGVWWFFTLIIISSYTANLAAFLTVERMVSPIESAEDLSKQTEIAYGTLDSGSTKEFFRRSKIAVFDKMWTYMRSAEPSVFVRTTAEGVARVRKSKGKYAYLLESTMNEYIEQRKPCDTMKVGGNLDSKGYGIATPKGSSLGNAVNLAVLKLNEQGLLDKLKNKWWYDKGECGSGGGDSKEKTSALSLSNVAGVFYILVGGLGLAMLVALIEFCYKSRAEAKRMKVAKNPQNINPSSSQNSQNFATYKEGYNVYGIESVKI
GluA2 TARP mod agonism max-min = second read-out of GluA2 TARP mod, no call of its own (marks repeat the call); compound max-min signal; compound-alone response (agonism);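 unitless range of fluorescence divided by baseline over first 100 seconds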
GluA2 TARP mod glutamate slope = further read-out of GluA2 TARP mod, marked with its call; glutamate slope, % of max; measured here: glutamate response slope, % max;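 scaled per plate between vehicle wells and maximal 1 mM glutamate control wells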
Active calls of the source: *; i = inactive; + = active, no number; & = joins results of further samples.

SMILES	GluA2 TARP mod	GluA2 TARP mod agonism max-min	GluA2 TARP mod glutamate slope
O=C(Cc1cc(-c2cc3ccccc3o2)on1)NCCN1CCOCC1	i	0.05	43
Cc1ccc(C(CNC(=O)C(=O)Nc2ccc(OC(F)(F)F)cc2)N2CCOCC2)cc1 (centres undefined)	i	0.048	63
CN1CCN(NC(=O)C(=O)NCc2ccccc2Cl)CC1	i	0.081	45
CC(Oc1ccc2c(c1)OCO2)C(=O)N1CCN(c2ccc(-c3ccco3)nn2)CC1 (centres undefined)	i	0.08	52
O=C(CSc1nc(=O)n(CCO)c2c1CCC2)Nc1nc2ccccc2s1	i	0.11	64
COc1ccc(S(=O)(=O)CC(=O)Nc2nc(-c3ccc(C(C)C)cc3)cs2)cc1	i	0.043	28
COc1ccccc1NC(=O)Cn1cc(-c2nnc(C)o2)c2ccccc21	i	0.079	51
COc1ccc(CNC(=O)N2CC3CC2C(=O)O3)cc1OC (centres undefined)	i	0.15	49
COc1ccc(-c2nc3ccccc3c(C(=O)Nc3ccc(S(N)(=O)=O)cc3)c2C)cc1	i	0.097	18
CSc1cccc(NC(=O)CN2N=NC3C(=O)N(c4ccc(F)c(Cl)c4)C(=O)C32)c1 (centres undefined)	i	0.1	58
CN(Cc1ccco1)S(=O)(=O)c1ccc(C(=O)Nc2nccs2)cc1	i	0.1	62
Cc1cc(-c2nnc(SCC(N)=O)o2)c(C)o1	i	0.12	61
CC1(C)CC(=O)c2sc(NC(=O)c3ccno3)nc2C1	i	0.11	63
COC(=O)Nc1ccc(S(=O)(=O)N2CCCC(C(=O)NCC3CCCO3)C2)cc1 (centres undefined)	i	0.085	67
C#CC1(OCC(O)CN2CCN(c3ccc(F)cc3)CC2)CCCCC1 (centres undefined)	i	0.11	56
CC(C)N(CC#CCNS(=O)(=O)c1ccc2ccccc2c1)C(C)C	+	0.24*	52*
Cc1ccc(-n2ncc3c(=O)n(NC(=O)c4ccc(C(F)(F)F)cc4)cnc32)cc1	i	0.066	77
O=C(Cn1c(=O)n(C2CC2)c(=O)c2nscc21)NCc1ccccc1	i	0.075	9
O=C(c1ccco1)N1CCN(Cc2nnnn2-c2ccc(F)c(F)c2)CC1	i	0.082	57
O=C(CS(=O)(=O)Cc1ccccc1)N(Cc1ccccn1)c1nc2c(F)cc(F)cc2s1	i	0.11	54
CCCCc1ccc(NC(=O)CSc2ncnc3c2nnn3C)cc1	i	0.093	64
CSc1cccc(NC(=O)C(=O)NC(C)CCc2ccccc2)c1 (centres undefined)	i	0.077	53
O=C(Cc1cc(-c2ccc3c(c2)OCO3)on1)N1CCCCC1	i	0.042	38
CSc1cccc(NC(=O)C(=O)NCc2nc(-c3ccccc3)no2)c1	i	0.16	53
O=C(Nc1nnc(-c2cccs2)o1)c1ccc2ccccc2c1	i	0.095	53
CCOc1ccccc1-n1c(C)c(C)n2c3c(=O)n(CCc4ccccc4)c(=O)n(C)c3nc12	i	0.068	32
COc1ccccc1NC(=S)NCCc1ccc(F)cc1	i	0.072	51
COC(=O)c1ccc(COc2coc(CN3c4ccccc4CC3C)cc2=O)cc1 (centres undefined)	i	0.063	68
Cc1nc(NCCCn2ccnc2)nc(N2CCCC2)c1[N+](=O)[O-]	i	0.15	66
COc1ccc(C(C)C)cc1S(=O)(=O)Nc1cc(Cl)ccc1O	i	0.15	46
CCc1ccc(S(=O)(=O)N2CCN(c3ccc(-c4ccncc4)nn3)CC2)cc1	i	0.18	20
Cc1ccc(N2CCCS2(=O)=O)cc1NC(=O)Nc1cccs1	i	0.13	47
CCc1ccccc1NC(=O)CSC1=NC2(CCCCC2)Nc2ccccc21	i	0.055	65
CCc1ccc(Oc2cc(N3CCC(C(=O)NCc4ccc(C)cc4)CC3)ncn2)cc1	i	0.1	53
Cc1cc(C(=O)NCCn2ncc3c(N4CCN(c5ccccc5)CC4)ncnc32)no1	i	0.075	75
O=C(NCCCn1cccc1)c1ccccc1Oc1ccccc1	i	0.065	74
CC(C)c1ccc(NC(=O)Cc2csc(Nc3ccc(S(C)(=O)=O)cc3)n2)cc1	i	0.14	57
Cc1cc(C)c(S(=O)(=O)n2nc(C)c(C)c2C)c(C)c1	+	0.15*	37*
O=C(CCn1nnc2ccccc2c1=O)NCc1nc2ccccc2[nH]1	i	0.1	43
Cc1ccnc(Nc2ccc(NCCNC(=O)c3ccc(Oc4ncccn4)cc3)nn2)c1	i	0.11	65
COc1ccc(N(CC(=O)NCc2ccccc2)S(=O)(=O)c2cccnc2)cc1	i	0.098	57
Cc1ccc(OCCN2CCN(C(=O)c3cc4cc(Cl)cc(Cl)c4oc3=O)CC2)cc1	i	0.086	50
Cn1cccc1C(O)CNC(=O)c1cnccn1 (centres undefined)	i	0.096	60
CCOC(=O)Cn1c(=O)c2c(nc3n(-c4cc(OC)ccc4OC)c(C)cn23)n(C)c1=O	i	0.064	65
COc1cccc(C(=O)NCCS(=O)(=O)NCc2cccs2)c1	i	0.11	74
CCn1c(SCc2ccccc2)nc2cc(C(=O)OC)ccc2c1=O	i	0.043	45
CC(C)CCNC(=O)C(=O)Nc1c2c(nn1-c1ccc(Cl)cc1)CS(=O)(=O)C2	i	0.071	60
Cc1nn(-c2ccccc2)c(C)c1N1CCNCC1	i	0.069	64
COc1ccc(CNC(=O)C(=O)NCC2CCN(Cc3ccco3)CC2)cc1	+	0.066*	42*
COc1ccc(C)cc1S(=O)(=O)NCC(c1cccs1)N1CCOCC1 (centres undefined)	i	0.095	70
COc1cccc(C(=O)N2CCN(c3ncnc4c3nnn4-c3ccccc3)CC2)c1	i	0.034	39
Cn1c(=O)n(CC(N)=O)c(=O)c2c1nc1n2CCCN1c1ccc(Cl)cc1	i	0.081	23
CN(C)CCNC(=O)C(=O)Nc1ccc2c(c1)OCCO2	i	0.044	44
O=C(Cc1ccc(NS(=O)(=O)/C=C/c2ccccc2)cc1)N1CCC(O)CC1	i	0.057	31
COc1ccc2c(CC(=O)N3CCCC3)cc(=O)oc2c1	i	0.1	48
CCOc1ccc(-c2ccc(=O)n(CCNS(=O)(=O)c3ccc(Oc4ccccc4)cc3)n2)cc1	i	0.048	75
COCCn1nnn(-c2ccc(NS(=O)(=O)c3cccc(F)c3)cc2)c1=O	i	0.18	56
CCCc1cc(=O)n(CC(=O)Nc2cnc3ccccc3c2)cn1	i	0.087	63
O=C(Nc1ccc(Cl)cc1)N1CCC2(CC1)NC(=O)N(CCOc1ccccc1)C2=O	i	0.088	36
COc1cccc(-c2nnc(NC(=O)Cc3ccc(SC)cc3)o2)c1	i	0.097	53

Next part:
SMILES	GluA2 TARP mod	GluA2 TARP mod agonism max-min	GluA2 TARP mod glutamate slope
CSc1ccccc1CN1CCC(CNC(=O)C(=O)NCc2cccs2)CC1	i	0.067	56
Cc1cn2c3c(=O)n(Cc4c(Cl)cccc4Cl)c(=O)n(C)c3nc2n1CCO	i	0.12	62
O=C(Cc1noc2ccccc12)Nc1ccc(Nc2cc(-n3ccnc3)ncn2)cc1	i	0.091	53
O=C(Nc1ccc(OC(F)(F)F)cc1)C(=O)NC1CCCC1	i	0.12	52
Cc1cc(C)cc(OCC(=O)NCCCn2nc(-c3ccco3)ccc2=O)c1	i	0.038	58
COc1ccc(CN2C(=O)N(Cc3cc(=O)n4ccccc4n3)c3ccccc3S2(=O)=O)cc1	i	0.065	55
COc1cc(C(=O)NCC(c2ccc(C)cc2)N2CCOCC2)cc(OC)c1OC (centres undefined)	i	0.051	52
CCCCN1C(=O)CCc2cc(NC(=O)c3ccccc3OC)ccc21	i	0.075	45
COc1ccc(-c2nnc(SCC(=O)Nc3cc(C)cc(C)c3)n2N)cc1OC	i	0.057	56
Cc1ccc(CNC(=O)Cn2nc(Nc3ccccc3)c(S(=O)(=O)c3ccc(C)cc3)c2N)cc1	i	0.095	52
Cc1ccc2c(c1)NC(SCC(=O)Nc1ccc(Cl)cc1)=NS2(=O)=O	i	0.052	49
CCCNC(=O)c1cc2c(=O)n3cc(C)ccc3nc2n1Cc1ccccc1	i	0.11	59
O=C(NCCn1ncc2c(N3CCN(c4ccc(F)cc4)CC3)ncnc21)c1ccc(F)c(F)c1	i	0.058	51
CS(=O)(=O)c1ccc(CC(=O)N(Cc2ccccn2)c2nc3ccc([N+](=O)[O-])cc3s2)cc1	i	0.049	41
NCC1(c2cccs2)CCCC1	i	0.031	39
O=C(NCCn1ncc2c(NCCc3ccccc3)ncnc21)C1CC(=O)N(c2ccc(F)cc2)C1 (centres undefined)	i	0.063	68
COc1ccc(NC(=O)CCc2ccccc2)cc1	i	0.046	51
O=C(Cn1c2c(c(=O)n(C3CCCCC3)c1=O)CCC2)NC1CCCC1	i	0.031	56
COc1ccc(Cl)cc1NC(=O)COC(=O)CCCC1=NS(=O)(=O)c2ccccc2N1	i	0.055	56
Cc1nc(NCCO)nc(N2CCOCC2)c1[N+](=O)[O-]	i	0.11	63

As a working copy, 2 of the compounds above:
SMILES	GluA2 TARP mod	GluA2 TARP mod agonism max-min	GluA2 TARP mod glutamate slope
O=C(Cc1cc(-c2cc3ccccc3o2)on1)NCCN1CCOCC1	i	0.05	43
Cc1ccc(C(CNC(=O)C(=O)Nc2ccc(OC(F)(F)F)cc2)N2CCOCC2)cc1 (centres undefined)	i	0.048	63

Gathered by group, those above containing a furan ring, fused or not (7)
SMILES	GluA2 TARP mod	GluA2 TARP mod agonism max-min	GluA2 TARP mod glutamate slope
O=C(Cc1cc(-c2cc3ccccc3o2)on1)NCCN1CCOCC1	i	0.05	43
CC(Oc1ccc2c(c1)OCO2)C(=O)N1CCN(c2ccc(-c3ccco3)nn2)CC1 (centres undefined)	i	0.08	52
CN(Cc1ccco1)S(=O)(=O)c1ccc(C(=O)Nc2nccs2)cc1	i	0.1	62
Cc1cc(-c2nnc(SCC(N)=O)o2)c(C)o1	i	0.12	61
O=C(c1ccco1)N1CCN(Cc2nnnn2-c2ccc(F)c(F)c2)CC1	i	0.082	57
COc1ccc(CNC(=O)C(=O)NCC2CCN(Cc3ccco3)CC2)cc1	+	0.066*	42*
Cc1cc(C)cc(OCC(=O)NCCCn2nc(-c3ccco3)ccc2=O)c1	i	0.038	58

The listing picks up, repeating the two entries before the break.
SMILES	GluA2 TARP mod	GluA2 TARP mod agonism max-min	GluA2 TARP mod glutamate slope
COc1ccc(Cl)cc1NC(=O)COC(=O)CCCC1=NS(=O)(=O)c2ccccc2N1	i	0.055	56
Cc1nc(NCCO)nc(N2CCOCC2)c1[N+](=O)[O-]	i	0.11	63
COc1cc(/C=C/C(=O)N2CCC(Cn3nc(C)cc3C)CC2)cc(OC)c1OC	i	0.11	77
O=C(NCCn1ncc2c(N3CCOCC3)ncnc21)c1cc(-c2ccccc2)on1	i	0.059	67
O=C(Cn1cc(-c2nc(-c3ccc(Cl)cc3)no2)ccc1=O)NCCCc1ccccc1	i	0.09&0.039	48&99
COc1ccc(C(=O)Nc2ccc3c(c2)CCCN3S(=O)(=O)c2ccccc2)cc1	i	0.11	78
O=C(c1ccc(F)cc1)N(CC1CCCO1)c1nc2c(C(F)(F)F)cccc2s1 (centres undefined)	i	0.076	65
O=C(COc1ccc(Cl)cc1)NCC(c1ccc(F)cc1)N1CCOCC1 (centres undefined)	i	0.074	54
Cc1nn(C2CCS(=O)(=O)C2)c2nc(-c3ccco3)cc(C(=O)Nc3ccc(C(N)=O)cc3)c12 (centres undefined)	i	0.072	40
COc1ccc(NC(=O)Cn2cnc3c(-c4ccccc4)csc3c2=O)cc1Cl	i	0.098	51
CCOC(=O)c1ccc(NC(=O)Cn2cc(OC)c(=O)cc2CSc2nnnn2C)cc1	i	0.087	72
COc1ccc(Cl)cc1NC(=O)Cn1cc(OC)c(=O)cc1CSc1ncccn1	i	0.057	44
COC(=O)c1ccc(NC(=O)c2sccc2N(C)S(=O)(=O)c2ccccc2)cc1	i	0.074&0.037	42&77
CC(C)c1ccc(NC(=O)CSc2ccc(NC(=O)C3CC3)nn2)cc1	i	0.092	53
CCOC(=O)C1CCN(C(=O)NCc2cccs2)CC1	i	0.039	56
COc1cccc2sc(NC(=O)c3ccc(S(=O)(=O)N(C)C4CCCC4)cc3)nc12	+	0.095*	25*
CS(=O)(=O)N1CCC(C(=O)Nc2ccc3c(c2)N(C(=O)C2CC2)CC3)CC1	i	0.1	58
CN1CCc2c(sc(NC(=O)c3c(F)cccc3F)c2-c2nc3ccccc3s2)C1	i	0.097	52
CSc1cccc(N2C(=O)N(Cc3cccc([N+](=O)[O-])c3)C3CS(=O)(=O)CC32)c1 (centres undefined)	i	0.06	54
CCOC(=O)c1csc(NC(=O)C2CCN(c3ccc(-c4ccc(Cl)cc4)nn3)CC2)n1	i	0.12	34
COC(=O)Cn1c(=O)c2c(nc(-n3nc(C)cc3C)n2C)n(C)c1=O	i	0.058	12
COc1cn(CC(=O)Nc2ccccc2C(F)(F)F)c(CSc2ccc(Cl)cc2)cc1=O	i	0.099	50
CCCOCCOC(=O)C1=C(C)NC2=C(C(=O)CC(C)(C)C2)C1c1ccc(O)cc1 (centres undefined)	i	0.075	35
CC(=O)Nc1ccc(OCC(O)CN2CCC(Cc3ccccc3)CC2)cc1 (centres undefined)	i	0.024	54
Cc1nc2ccccn2c1C(=O)NCC(O)(c1ccccc1)C(F)(F)F (centres undefined)	i	0.14	50
Cn1nc(-c2cccc(NS(=O)(=O)c3ccc4ccccc4c3)c2)ccc1=O	i	0.071	59
O=C(NCC1(c2cccs2)CC1)Nc1c(F)cccc1F	i	0.11	44
Cc1nc(C)c(CC(=O)NCCn2nc(-c3ccco3)ccc2=O)s1	i	0.11	75
COc1ccc(CCNC(=O)CN2CCC(c3nnc(C(C)C)o3)CC2)cc1OC	i	0.084	58
COc1ccc(C(=O)Nc2cc3c4c(c2)CC(=O)N4CCC3)cc1OC	i	0.095	56

A portion of the library, so the mix of outcomes need not match the whole.
